RmlCD inh 1536 – inhibitors of Mycobacterium tuberculosis RmlC and RmlD coupled enzymes. RmlC+RmlD coupled enzyme assay, percent inhibition; primary screen in compound mixtures. inhibition, % at 3.6 µM. AID 1533. P9WH09+P9WH11. 160,000 compounds, 0.03% hits; in the data active means inhibition mostly above about 34%, no sharp cut-off; further: some results filed as inactive read as strong as hits
Target sequence (P9WH09 whole entry, looked up): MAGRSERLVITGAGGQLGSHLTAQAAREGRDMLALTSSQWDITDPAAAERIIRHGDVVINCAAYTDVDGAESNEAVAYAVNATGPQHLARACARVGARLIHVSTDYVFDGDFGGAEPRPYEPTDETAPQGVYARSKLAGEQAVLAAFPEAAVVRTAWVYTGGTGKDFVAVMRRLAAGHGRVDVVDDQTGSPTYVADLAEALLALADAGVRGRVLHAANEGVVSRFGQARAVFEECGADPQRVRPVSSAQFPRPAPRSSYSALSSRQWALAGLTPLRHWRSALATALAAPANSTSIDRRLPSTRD
Target sequence (P9WH11 whole entry, looked up): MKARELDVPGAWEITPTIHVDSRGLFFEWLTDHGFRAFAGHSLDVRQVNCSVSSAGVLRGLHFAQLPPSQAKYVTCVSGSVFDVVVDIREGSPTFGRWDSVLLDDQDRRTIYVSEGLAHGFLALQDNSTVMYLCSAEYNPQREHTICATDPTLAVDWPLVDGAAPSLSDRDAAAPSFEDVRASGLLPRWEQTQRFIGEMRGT
GlmU inhibition – inhibition of mycobacterial GlmU enzyme – biochemical, glucosamine-1-phosphate acetyltransferase (AID 1376) | M. tuberculosis GlmU acetyltransferase enzyme assay; higher % means a stronger effect | inhibition, %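 (tested at 30 µM in the primary screen)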, or IC50 in µM where a hit was titrated | 220,000 compounds, 0.25% hits; in the data active means inhibition above about 13%;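 further: 0% = complete reaction with vehicle and 100% = reaction without substrate; strong numbers were not always called active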
Active calls of the source: *; nt = no result given. The list is partial, so the mix of outcomes need not match the whole.

The first 2 compounds as a preview:
SMILES	RmlCD inh 1536	GlmU inhibition
Cc1ccc(-n2cccc2/C=N/n2cnnc2)cc1Cl	-4	-0.1%
Cc1ccc(NC(=O)CSc2nccn2Cc2ccccc2)cc1C	14	-6.7%

Results, previewed entries included:
SMILES	RmlCD inh 1536	GlmU inhibition
Cc1ccc(-n2cccc2/C=N/n2cnnc2)cc1Cl	-4	-0.1%
Cc1ccc(NC(=O)CSc2nccn2Cc2ccccc2)cc1C	14	-6.7%
CC(C)Oc1ccc(NC(=O)c2ccncc2)cc1	9	0.6%
Cc1c(NC(=O)COC(=O)COc2ccc(Nc3ccccc3)cc2)c(=O)n(-c2ccccc2)n1C	-4	-2.2%
COc1cc2c(cc1OC)CN(C(=S)Nc1ccc(OC(F)F)cc1)CC2	-4	4.3%
Cc1nn(-c2ccccc2)c2nc(-c3ccco3)cc(C(=O)O)c12	nt	2.4%
Cc1cccc(NC(=S)N/N=C/c2ccc([N+](=O)[O-])s2)c1	1	2.7%
COc1ccc(-c2cn(-c3ccc(C)cc3)c(=O)n2CC(=O)Nc2cccc(F)c2)cc1	3	-3.2%
O=c1c2c(nc3nc(CCc4ccccc4)[nH]n13)CCC2	-1	-7.7%
COc1ccc(-c2cc(C(=O)OC(C)C(=O)Nc3c(C)n(C)n(-c4ccccc4)c3=O)c3ccccc3n2)cc1 (configuration not stated)	5	-7.2%
CCc1noc2c1/C(=N\O)CC(c1ccccc1)C2 (configuration not stated)	3	-5.0%
O=C(c1ccc(Cl)c([N+](=O)[O-])c1)N(Cc1ccccc1)C1CCS(=O)(=O)C1 (configuration not stated)	9	1.9%
COc1cccc(-n2nnnc2SCC(=O)NCCc2ccccc2)c1	11	1.5%
O=C(CCCc1ccccc1)Nc1cccnc1Cl	4	-5.9%
c1ccc(CSCc2nc3ccccc3[nH]2)cc1	2	2.5%
NC(=O)C(=O)NN=C1C2CC3CC(C2)CC1C3	-11	0.0%
COc1ccc(CNc2ccccc2SC)cc1OC	1	5.2%
CC(C)C[C@H](NS(=O)(=O)c1ccc(Br)cc1)C(=O)O	77	-2.5%
CCN1CCN(Cc2ccc(NC(=O)c3ccc(C)c(NC(=O)c4nccnc4N)c3)cc2C(F)(F)F)CC1	nt	-5.5%
CSc1nnnn1-c1ccc(C(=O)OCC(=O)N2CCOCC2)cc1	nt	-6.5%
Cc1cc(=S)c2ccccc2[nH]1	6	3.3%
O=C(CN1CCOCC1)N/N=C/c1cc2ccccc2nc1Cl	36	3.2%
COC(=O)Cc1nnc(NC(=O)C(C)C)s1	-5	0.0%
O=C(NCC1CCCO1)c1ccc(CNS(=O)(=O)c2cccc(Cl)c2)cc1 (configuration not stated)	0	1.3%
CCOc1ccc(C(=O)COC(C)=O)cc1	nt	-7.3%

Exported with two lines to a compound: entries from further up
Values run as follows: RmlCD inh 1536 | GlmU inhibition
Cc1ccc(-n2cccc2/C=N/n2cnnc2)cc1Cl
→ -4 | -0.1%
Cc1ccc(NC(=O)CSc2nccn2Cc2ccccc2)cc1C
→ 14 | -6.7%
CC(C)Oc1ccc(NC(=O)c2ccncc2)cc1
→ 9 | 0.6%
Cc1c(NC(=O)COC(=O)COc2ccc(Nc3ccccc3)cc2)c(=O)n(-c2ccccc2)n1C
→ -4 | -2.2%

Molecules shown so far containing an NH in an aromatic ring:
SMILES	RmlCD inh 1536	GlmU inhibition
O=c1c2c(nc3nc(CCc4ccccc4)[nH]n13)CCC2	-1	-7.7%
c1ccc(CSCc2nc3ccccc3[nH]2)cc1	2	2.5%
Cc1cc(=S)c2ccccc2[nH]1	6	3.3%

(further entries)
SMILES	RmlCD inh 1536	GlmU inhibition
CCOC(=O)c1c(C)[nH]c(C(=O)COC(=O)CNC(=O)c2ccc(Br)cc2)c1C	14	-2.4%
CCC(=O)Nc1cc2c(cc1C(C)=O)OCCO2	-8	0.4%
O=C(c1ccco1)N1CCN=C1SCc1cccnc1	-10	5.1%
CNc1cc(CSC)nc(SCc2ccc(Cl)c(Cl)c2)n1	26	4.0%
O=C1C2N=NN(CC(=O)N3N=C(c4cccc5ccccc45)CC3c3ccccc3)C2C(=O)N1c1ccccc1 (configuration not stated)	nt	-2.0%
COCCCNC(=O)COc1ccc(Cl)c(C)c1	7	1.8%
COc1ccc2c(c1)CCc1c(C(=O)Nc3c(C)n(C)n(-c4ccccc4)c3=O)noc1-2	nt	5.9%
Cc1ccc(-c2nc(N)n(C(=O)c3cccnc3)n2)cc1	7	-2.4%
C=CCn1c(SCC(=O)Nc2ccc(C(=O)OCC)cc2)nnc1-c1sc(N)nc1C	nt	1.9%
O=C(c1ccccc1NS(=O)(=O)c1ccccc1[N+](=O)[O-])N1CCOCC1	-6	-0.5%
O=C(C1CC1)N1N=C(c2ccncc2)CC1(O)C(F)(F)F (configuration not stated)	-8	-1.1%
O=C(NCc1cccnc1)Nc1cccc(NC(=O)NCc2cccnc2)c1	5	1.7%
N#Cc1nc(-c2ccccc2F)oc1NCCc1ccccn1	11	1.3%
COC(=O)CSc1nc2sc3c(c2c(=O)n1C1CCCCC1)CCN(C)C3	10	nt
Cc1ccc(-n2c(C)cc(/C=C3\NC(=O)NC3=O)c2C)c(C)c1	nt	1.8%
Nc1cccc2c1C(=O)N(C(=O)c1cccc(S(=O)(=O)N3CCCCCC3)c1)C2=O	-5	2.3%
CCN(C(=O)CSc1nnc(-c2ccccc2Cl)n1C1CCCC1)C1CCS(=O)(=O)C1 (configuration not stated)	nt	2.0%
Cc1cccc(C)c1OCC(O)CNC(C)C (configuration not stated)	101	4.1%
OCCN(Cc1ccccc1)CC1CCCCC1	-14	0.8%
O=C(COC(=O)COc1ccccc1[N+](=O)[O-])NC1CCCC1	-8	1.7%
CSc1nc2nc(-c3ccccc3)cc(C(F)(F)F)n2n1	nt	0.0%
Cc1cccc(C)c1NC(=O)c1ccc(-c2ccc(Cl)cc2Cl)o1	nt	2.4%
CCOc1cccc(-c2nnc3sc(-c4ccco4)nn23)c1	nt	4.8%
O=S(=O)(NCC1OCCc2ccccc21)c1ccc(S(=O)(=O)N2CCOCC2)cc1 (configuration not stated)	nt	1.4%
Cc1cc(C)nc(NS(=O)(=O)c2ccc(NC(=O)CSc3nc4ccccc4[nH]3)cc2)n1	9	6.2%
SMILES	RmlCD inh 1536	GlmU inhibition
CCn1c(C(=O)Nc2ccsc2C(=O)OC)cc2sc(Cl)cc21	-3	9.1%
S=c1[nH]nc(COc2ccccc2)n1/N=C/c1cccs1	-5	2.7%
COc1ccc(NC(=O)COC(=O)C2CCN(S(=O)(=O)c3cccs3)CC2)cc1	10	-5.5%
COc1ccccc1N1C(=O)CC(Sc2nc(C)cc(C)n2)C1=O (configuration not stated)	-6	-1.9%
O=C1C(c2ccccc2)C(c2ccccc2)NC(c2ccccc2)C1c1ccccc1 (configuration not stated)	-5	5.9%
CC(=O)Nc1cc(C(=O)N2CCc3ccccc3C2)ccc1Sc1ccc(C)cc1	-8	3.2%
COc1ccc(C(=O)Nc2ccccc2-c2nnn(CC(=O)NCc3ccco3)n2)cc1	12	7.0%
CCOC(=O)C/C(C)=N/NC(=O)CN(c1ccc(Br)cc1)S(=O)(=O)c1ccccc1	21	2.1%
NS(=O)(=O)c1ccc(CCNC(=O)C2CCN(S(=O)(=O)c3cnc[nH]3)CC2)cc1	2	-0.5%
COc1ccc(-c2ccc(SCC(=O)NCc3ccco3)nn2)cc1OC	1	4.3%
COc1ccc(/C=N/NC(=O)C[n+]2ccccc2)c(OC)c1OC	6	-3.0%
Cc1nn(C)c(C)c1C1C(C#N)=C(N)Oc2n[nH]c(C)c21 (configuration not stated)	nt	-7.5%
CCOC(=O)C1=C(C)NC2=C(C(=O)c3ccccc32)C1c1cccc2ccccc12 (configuration not stated)	nt	-0.2%
O=C(O)CCCNC(=O)c1cncc(Br)c1	nt	-2.2%
COc1ccccc1N1CCN(C(=O)C(NS(=O)(=O)c2cccs2)c2ccccc2)CC1 (configuration not stated)	-1	6.9%
CCn1cc(C(=O)Nc2cc(C)ccc2C)c(=O)c2ccc(C)nc21	-7	11%
O=C(CCCn1c(SCc2cccc([N+](=O)[O-])c2)nc2ccccc2c1=O)NCC1CCCO1 (configuration not stated)	nt	-0.1%
O=C(c1cccc(C(=O)N2CCc3ccccc32)n1)N1CCc2ccccc21	nt	-2.0%
Cc1ccc(S(=O)(=O)N2CCCC2C(=O)Nc2nccs2)cc1 (configuration not stated)	2	1.4%
Cc1cc(C)c(C)c(S(=O)(=O)NCC(=O)NCc2ccco2)c1C	nt	6.6%
O=C(NCC1CCCN(C(=O)c2cscn2)C1)c1ccc(-c2ccccc2)cc1 (configuration not stated)	-10	4.8%
NS(=O)(=O)c1ccc(CCNC(=O)CSc2nc3ccsc3c(=O)n2CCCCCC(=O)O)cc1	66	9.6%
CCOc1ccccc1NC(=O)Nc1ccon1	10	1.7%
CCCCOC(=O)Cn1c(=O)c2c(nc(Br)n2Cc2ccccc2)n(C)c1=O	-7	-0.8%
N#CC1=C(N)Oc2c(sc3ccccc23)C1c1ccco1 (configuration not stated)	16	2.6%

At a glance, six of the compounds above.
SMILES	RmlCD inh 1536	GlmU inhibition
CCn1c(C(=O)Nc2ccsc2C(=O)OC)cc2sc(Cl)cc21	-3	9.1%
S=c1[nH]nc(COc2ccccc2)n1/N=C/c1cccs1	-5	2.7%
COc1ccc(NC(=O)COC(=O)C2CCN(S(=O)(=O)c3cccs3)CC2)cc1	10	-5.5%
COc1ccccc1N1C(=O)CC(Sc2nc(C)cc(C)n2)C1=O (configuration not stated)	-6	-1.9%
O=C1C(c2ccccc2)C(c2ccccc2)NC(c2ccccc2)C1c1ccccc1 (configuration not stated)	-5	5.9%
CC(=O)Nc1cc(C(=O)N2CCc3ccccc3C2)ccc1Sc1ccc(C)cc1	-8	3.2%

(listing goes on)
SMILES	RmlCD inh 1536	GlmU inhibition
Cc1nnsc1C(=O)NNc1ccc(Cl)cc1	0	3.2%
COc1ccccc1N1Cc2ccccc2C1	nt	1.0%
Cc1ccc(-c2ccc(=O)n(CC(=O)N3CCN(c4cc(Cl)ccc4C)CC3)n2)cc1	nt	-3.7%
Cc1ccc2[nH]c(=O)c(CN(Cc3cccnc3)Cc3nnnn3CCN3CCOCC3)cc2c1	-9	0.7%
COc1ccc(OC)c(C(c2nnnn2C2CCCC2)N2CCN(c3ccccc3)CC2)c1 (configuration not stated)	7	-4.8%
CCN1C(=O)CC(N2CCN(C(c3ccccc3)c3ccccc3)CC2)C1=O (configuration not stated)	-5	2.2%
O=C(Cc1cccs1)N1CCCC(c2nc3c(nnn3Cc3ccc(F)cc3)c(=O)[nH]2)C1 (configuration not stated)	nt	-1.6%
Cc1cccc(-n2ncc3c(N4CCc5ccccc54)ncnc32)c1	5	nt
CCOC(=O)c1c(NC(=O)CSc2ncnc3ccccc23)sc(C)c1C	1	2.4%
O=C(O)CCC(=O)N1CCN(c2cccc(Cl)c2)CC1	nt	2.2%
COCc1ccc([C@@H]2C[C@H]3CN(Cc4ccccc4C)C(=O)[C@]34CCCN24)o1	1	2.4%
CCCS(=O)(=O)c1c(S(=O)(=O)CCC)c2cnccn2c1C(=O)c1ccc(CC)cc1	nt	-0.3%
Cc1cc(-c2c(C(=O)N3CCOCC3)c(C)nn2-c2ccccc2)no1	-4	-3.4%
Cc1ccc(S(=O)(=O)N(C)c2ccc(C)c([N+](=O)[O-])c2)cc1	-11	-5.4%
CC1CCN(C(=O)Cn2c(SCC(=O)Nc3nccs3)nc3ccccc32)CC1	62	3.4%
CC(/C=N/NC(=O)CSc1nc(C)cc(C)n1)=C\c1ccccc1	8	0.1%
COC(=O)c1cnc(N2CCOCC2)nc1C(F)(F)F	7	1.2%
O=C(Nc1ccc(N2CCOCC2)cc1)c1cnsn1	3	nt
O=C1Cc2ccccc2Sc2c(OCCN3CCCCC3)cccc21	-6	-2.4%
CC(C)C[C@H](NC(=O)c1nc[nH]c1C(=O)N[C@@H](CC(C)C)C(=O)OC(C)(C)C)C(=O)OC(C)(C)C	nt	3.4%
COc1ccccc1N1CCN(c2cc(C)nc3nc(C)nn23)CC1	-2	0.4%
COc1cccc(NC(=O)C2CCCN2C(=O)Nc2cccc(F)c2)c1 (configuration not stated)	-9	-0.3%
CCCCCCn1c(SCC(=O)c2ccccc2)nc2c1c(=O)[nH]c(=O)n2C	-9	-0.4%
COc1ccc(C(=O)OCC(=O)Nc2ccccc2)cc1[N+](=O)[O-]	8	-2.2%
CC1CCC(C(C)C)C(OC(=O)C2=C3c4ccccc4S(=O)(=O)N3CC2)C1 (configuration not stated)	nt	1.0%
SMILES	RmlCD inh 1536	GlmU inhibition
COCCn1c(Cc2ccccc2)nnc1SCC(=O)N(C)C	-6	4.6%
Cc1nn2c(NCc3ccccn3)cc(C(C)C)nc2c1-c1ccccc1	2	1.4%
Cc1cc2ncc(C(=O)Nc3ccccc3)c(C)n2n1	-7	-1.6%
COc1ccc(C(=S)N2CCC(C(N)=O)CC2)cc1Br	1	4.3%
O=c1[nH]c(CSc2ncn[nH]2)nc2ccccc12	20	2.0%
O=C(Nc1nc(-c2ccc(Br)cc2)cs1)c1cccnc1	-9	1.8%
Cc1c(Nc2cc(=O)oc3ccccc23)c(=O)n(-c2ccccc2)n1C	39	-0.5%
O=c1[nH]c(SCc2nc3ccccc3n2Cc2ccccc2)nc2ccccc12	11	3.0%
Cc1c(Br)c([N+](=O)[O-])nn1CC(=O)Nc1cccc2nonc12	3	2.7%
CCn1cc(C(=O)NCCCN2CCCC(C)C2)c(=O)c2cc(S(=O)(=O)N3CCc4ccccc4C3)ccc21 (configuration not stated)	2	-8.1%
